Source: PubChem BioAssay
VCAM1 TNFa inh = inhibitors of TNFa-induced VCAM1 expression, primary screen, imaging, HUVEC, TNFa stimulus, immunofluorescence; HUVEC TNFa-induced VCAM-1 immunofluorescence, high-content imaging; inhibition, % at 2 µM; actives 0.48% (n = 95,000); AID 802, 2007;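 active means inhibition above the batch mean plus 3 SD, with images confirmed as a hit by eye, cut at about 37% in these data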;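 further: 0% = TNF-stimulated DMSO wells and 100% = unstimulated control wells; not every result past the cut was called active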
HUVEC tox IL1B = cytotoxicity in IL-1B stimulated HUVEC, primary screen, cytotoxicity control for IL-1B NFkB translocation project, imaging, Hoechst nuclear count, IL-1B stimulus; cell count reduction, % at 2 µM; HUVEC cell count loss; actives 0.41% (n = 94,000);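 active means cell count reduction more than 3 SD above the screen-wide mean, cut at about 70% in these data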;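 further: normalized per plate to untreated control cells as the no-loss baseline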
PTPN22 inh 2 = PTPN22 phosphatase inhibitors, primary screen, biochemical, DiFMUP fluorescence, 2 µM | Tyrosine-protein phosphatase non-receptor type 22 (Homo sapiens), Q9Y2R2 | recombinant LYP catalytic domain | inhibition, % at 2 µM | actives 0.21% (n = 96,000) | AID 640, 2007;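 active means inhibition at 2 µM at or above a set limit, the screen mean plus 3 SD, cut at about 24% in these data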;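 further: 0% = DMSO with enzyme and 100% = enzyme fully blocked by orthovanadate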
Target sequence (Q9Y2R2 whole entry, looked up, the tested form may be a part): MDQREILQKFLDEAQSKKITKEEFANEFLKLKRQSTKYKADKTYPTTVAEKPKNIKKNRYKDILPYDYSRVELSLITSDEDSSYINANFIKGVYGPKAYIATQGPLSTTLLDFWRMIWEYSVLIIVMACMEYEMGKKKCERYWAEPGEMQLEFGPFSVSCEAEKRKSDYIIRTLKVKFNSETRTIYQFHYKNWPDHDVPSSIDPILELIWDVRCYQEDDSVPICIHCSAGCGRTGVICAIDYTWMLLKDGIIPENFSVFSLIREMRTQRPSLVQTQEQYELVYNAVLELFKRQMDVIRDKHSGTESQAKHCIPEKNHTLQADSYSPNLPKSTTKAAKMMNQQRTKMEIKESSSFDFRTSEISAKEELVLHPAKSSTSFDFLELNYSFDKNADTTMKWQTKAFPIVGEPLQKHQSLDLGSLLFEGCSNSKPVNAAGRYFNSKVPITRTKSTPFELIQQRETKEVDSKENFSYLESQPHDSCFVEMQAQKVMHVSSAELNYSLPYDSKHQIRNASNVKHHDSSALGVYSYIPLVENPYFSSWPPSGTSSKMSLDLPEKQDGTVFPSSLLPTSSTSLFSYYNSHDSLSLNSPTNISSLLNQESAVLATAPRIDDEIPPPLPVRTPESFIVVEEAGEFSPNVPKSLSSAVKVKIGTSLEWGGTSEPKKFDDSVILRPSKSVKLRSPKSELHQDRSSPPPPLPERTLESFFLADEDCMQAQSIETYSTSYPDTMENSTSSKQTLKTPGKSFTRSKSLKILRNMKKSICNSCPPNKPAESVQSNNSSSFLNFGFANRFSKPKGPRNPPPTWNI
TNFa cytotox = cytotoxicity in TNFa-stimulated HUVEC, primary screen, cytotoxicity control for VCAM1 expression modulator project, imaging, Hoechst nuclei count | HUVEC TNFalpha-stimulated, Hoechst cell count | cell count reduction, % at 2 µM | actives 0.17% (n = 93,000);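 active means cell count reduction exceeding the screen mean by over 5 SD, scaled to untreated wells per plate, cut at about 78% in these data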;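 further: cells counted after 24 h of TNF alpha exposure following the 1 h pretreatment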
cytoskel mod = modifiers of F-actin cytoskeleton organization, primary screen, imaging, HUVEC, phalloidin staining, high-content imaging. HUVEC TNFa F-actin phalloidin imaging. inhibition, % at 2 µM. actives 0.18% (n = 91,000);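 active means inhibition above the batch mean plus 3 SD and confirmed as a hit by visual image inspection, cut at about 30% in these data, passing the limit was not always enough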; further: strong numbers were not always called active
Pyk2 oligo antag = antagonists of Pyk2 self-association, primary screen, Q293 cells, FERM NanoBiT luminescence, HTS; actives 0.83% (n = 99,000); AID 1347419, 2020; stronger effect = lower value; Protein-tyrosine kinase 2-beta (Homo sapiens), Q14289; z-score (the deposit names both 25 µM and 10 µM);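 active means Z-score of -3 or lower, scaled per plate to the spread of control and sample wells; inactive means z-score above -3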;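 further: negative z-score means lost luminescence so less FERM oligomerization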
FAK blocker = FAK kinase inhibitors, primary screen, biochemical | Focal adhesion kinase 1 (Homo sapiens), Q05397 | biochemical FAK kinase activity assay | inhibition, %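 (tested at 7 µM)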 | actives 0.84% (n = 97,000); in the data active means inhibition above about 19%;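 further: 0% = DMSO and 100% = reference compound high control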
PTPN22 act = LYP phosphatase activators, primary screen, biochemical, DiFMUP fluorescence, 2 µM; Tyrosine-protein phosphatase non-receptor type 22 (Homo sapiens), Q9Y2R2; actives 0.11% (n = 96,000); activation, % at 2 µM; recombinant LYP; 0 = plate median, 100 = signal doubled;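 active means activation at 2 µM above a set limit, the mean plus 5 SD, cut at about 37% in these data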
ERa coact inh = ERα–SRC-1 coactivator interaction inhibitors, primary screen, biochemical, TR-FRET, ERα LBD, estradiol-bound | Estrogen receptor (Homo sapiens), P03372 | TR-FRET ER-alpha LBD / SRC-1 peptide | inhibition, % at 25.6 µM | actives 1.7% (n = 86,000) | AID 629, 2007; in the data active means inhibition above about 50%;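 further: 0% = receptor plus peptide control and 100% = peptide only without receptor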
The depositor's hits bear a star; [ ] = remark or other dose.

For COc1ccc(C(=O)NCCC2=CCCCC2)cc1OC the results were VCAM1 TNFa inh -1, HUVEC tox IL1B 7, PTPN22 inh 2 3, TNFa cytotox -9, cytoskel mod -4, Pyk2 oligo antag 0.04, FAK blocker 1, PTPN22 act -4 and ERa coact inh 7.
`N#Cc1ccccc1Sc1ccccc1C(=O)Nc1ccccc1` gave VCAM1 TNFa inh -3, HUVEC tox IL1B -19, PTPN22 inh 2 -4, TNFa cytotox 2, cytoskel mod -5, Pyk2 oligo antag -2.6, FAK blocker -1 and PTPN22 act 6.
Cn1cc(-c2nnc(-c3ccccc3)o2)c2ccccc21 was read as VCAM1 TNFa inh 21, HUVEC tox IL1B 9, PTPN22 inh 2 8, TNFa cytotox 38, cytoskel mod 27, Pyk2 oligo antag -1.5, FAK blocker 3, PTPN22 act -5 and ERa coact inh -2.
Screening CCOc1ccc(S(=O)(=O)N(C)c2ccc(OCC(=O)N3CCOCC3)cc2)cc1 returned VCAM1 TNFa inh 26, HUVEC tox IL1B 17, PTPN22 inh 2 -14, TNFa cytotox -10, Pyk2 oligo antag 0.73, FAK blocker 1, PTPN22 act 10 and ERa coact inh 6.
`COc1cccc(-c2cc(N)nn2C(=O)Nc2ccc(Cl)cc2)c1` gave VCAM1 TNFa inh 8, HUVEC tox IL1B -8, PTPN22 inh 2 -3, TNFa cytotox -42, cytoskel mod 8, FAK blocker -2 and PTPN22 act 0.
Screening CCOC(=O)C(NC(=O)c1ccccc1)(OCC1(CC)COC1)C(F)(F)F (configuration not stated) returned VCAM1 TNFa inh -6, HUVEC tox IL1B -3, PTPN22 inh 2 2, TNFa cytotox -32, cytoskel mod 8, Pyk2 oligo antag -0.18, FAK blocker -4, PTPN22 act 5 and ERa coact inh -38[fluorescence artefact?].
Screening O=C(Nc1cccc(F)c1)c1ccc2c(c1)OCO2 returned VCAM1 TNFa inh -11, HUVEC tox IL1B -31, PTPN22 inh 2 -18, TNFa cytotox -11, cytoskel mod 7, Pyk2 oligo antag 0.37, FAK blocker -2, PTPN22 act 18 and ERa coact inh 1.
Cc1c(N=Cc2nc3ccccc3n2C)c(=O)n(-c2ccccc2)n1C was read as VCAM1 TNFa inh -1, HUVEC tox IL1B -6, PTPN22 inh 2 0, TNFa cytotox -18, cytoskel mod -4, Pyk2 oligo antag 0.13, FAK blocker -3, PTPN22 act 0 and ERa coact inh -5.
Screening O=C1c2ccccc2C(O)(c2ncc[nH]2)N1CCc1ccccc1 (configuration not stated) returned VCAM1 TNFa inh 10, HUVEC tox IL1B 3, PTPN22 inh 2 5, TNFa cytotox 0, cytoskel mod 14, Pyk2 oligo antag -0.29, FAK blocker 0, PTPN22 act -2 and ERa coact inh 5[fluorescence artefact?].
For Cc1nc2nc3c(cn2n1)C(=O)CC(C)(C)C3 the results were VCAM1 TNFa inh -15, HUVEC tox IL1B -1, PTPN22 inh 2 2, TNFa cytotox -1, cytoskel mod 21, Pyk2 oligo antag -0.53, FAK blocker 0, PTPN22 act -3 and ERa coact inh 8.
CCOC(=O)c1ccc(NC(=O)NC2CC3CCC(C2)N3Cc2nnnn2Cc2ccco2)cc1 (configuration not stated) was read as VCAM1 TNFa inh -18, HUVEC tox IL1B -4, PTPN22 inh 2 2, TNFa cytotox -6, cytoskel mod 4, Pyk2 oligo antag -0.68, FAK blocker 4, PTPN22 act -1 and ERa coact inh 3.
For COC(=O)CC1C(=O)NCCN1C(=O)NC1CCCCC1 (configuration not stated) the results were VCAM1 TNFa inh -17, HUVEC tox IL1B -1, PTPN22 inh 2 8, TNFa cytotox -9, cytoskel mod 13, Pyk2 oligo antag 0.51, FAK blocker -2, PTPN22 act -8 and ERa coact inh -2.

Looked up one by one from the entries so far:
Cn1cc(-c2nnc(-c3ccccc3)o2)c2ccccc21 was read as VCAM1 TNFa inh 21, HUVEC tox IL1B 9, PTPN22 inh 2 8, TNFa cytotox 38, cytoskel mod 27, Pyk2 oligo antag -1.5, FAK blocker 3, PTPN22 act -5 and ERa coact inh -2.
For COc1ccc(C(=O)NCCC2=CCCCC2)cc1OC the results were VCAM1 TNFa inh -1, HUVEC tox IL1B 7, PTPN22 inh 2 3, TNFa cytotox -9, cytoskel mod -4, Pyk2 oligo antag 0.04, FAK blocker 1, PTPN22 act -4 and ERa coact inh 7.

New compounds follow.
CCC(CC)C(=O)OCC(=O)Nc1ccc(S(=O)(=O)N2CCOCC2)cc1OC was read as VCAM1 TNFa inh -9, HUVEC tox IL1B 6, PTPN22 inh 2 -7, TNFa cytotox -11, cytoskel mod -7, Pyk2 oligo antag 0.04, FAK blocker -2 and PTPN22 act 7.
COc1ccc(C(=O)Nc2ccc3c(c2)nc(CN2CCN(C(C)=O)CC2)n3C)cc1 was read as VCAM1 TNFa inh 5, HUVEC tox IL1B -1, PTPN22 inh 2 -13, TNFa cytotox -14, cytoskel mod -13, Pyk2 oligo antag 0.45, FAK blocker -1, PTPN22 act 15 and ERa coact inh 6.
Screening CC(C(=O)Nc1cccnc1)N1C(=O)c2ccccc2C1=O (configuration not stated) returned VCAM1 TNFa inh 13, HUVEC tox IL1B -16, PTPN22 inh 2 4, TNFa cytotox -40, cytoskel mod 40, Pyk2 oligo antag -0.32, FAK blocker -1, PTPN22 act -5 and ERa coact inh 6.
`Cc1ccc(C(=O)C2=C(O)C(=O)N(Cc3ccccc3)C2c2cccnc2)o1` (configuration not stated) gave VCAM1 TNFa inh -12, HUVEC tox IL1B -1, PTPN22 inh 2 5, TNFa cytotox -24, cytoskel mod -12, Pyk2 oligo antag 0.34, FAK blocker 5, PTPN22 act -10 and ERa coact inh -6.
`COc1cccc(OC)c1C(=O)N1CCN(c2ccccn2)CC1` gave VCAM1 TNFa inh 4, HUVEC tox IL1B -2, PTPN22 inh 2 4, TNFa cytotox -22, cytoskel mod -2, Pyk2 oligo antag -1.1, FAK blocker 0, PTPN22 act -2 and ERa coact inh -30.
For O=C(Oc1ccc2c(=O)c(Cl)coc2c1)c1ccncc1 the results were VCAM1 TNFa inh -39, HUVEC tox IL1B -4, PTPN22 inh 2 -26, TNFa cytotox -35, cytoskel mod -32, Pyk2 oligo antag 0.97, FAK blocker 5, PTPN22 act 23 and ERa coact inh 11.
CCOC(=O)N1CCN(C(=O)CCn2nc(-c3ccc(Cl)cc3)ccc2=O)CC1 was read as VCAM1 TNFa inh 7, HUVEC tox IL1B -11, PTPN22 inh 2 -13, TNFa cytotox -31, cytoskel mod 3, Pyk2 oligo antag 0.45, FAK blocker 2, PTPN22 act 10 and ERa coact inh 0.
O=C(NCC(=O)N(Cc1cccs1)C(C(=O)NC1CCCCC1)c1ccncc1)c1ccco1 (configuration not stated) was read as VCAM1 TNFa inh 0, HUVEC tox IL1B 2, PTPN22 inh 2 2, TNFa cytotox -12, cytoskel mod -9, Pyk2 oligo antag -0.03, FAK blocker 1, PTPN22 act -1 and ERa coact inh -7[fluorescence artefact?].
For O=[N+]([O-])c1ccc(N=Nc2ccc(O)cc2O)cc1 the results were VCAM1 TNFa inh 33, HUVEC tox IL1B 0, PTPN22 inh 2 12, TNFa cytotox -26, Pyk2 oligo antag -1.3, FAK blocker 0, PTPN22 act -16 and ERa coact inh 44[fluorescence artefact?].
For COCCNC(=O)C(c1ccco1)N(C(=O)Cn1nnc2ccccc21)c1cc(C)ccc1C (configuration not stated) the results were VCAM1 TNFa inh 10, HUVEC tox IL1B -19, PTPN22 inh 2 0, TNFa cytotox -29, cytoskel mod -31, Pyk2 oligo antag 0.21, FAK blocker 2, PTPN22 act -1 and ERa coact inh 1.
Screening CC(=O)Oc1ccc2c(c1)cc(C)n2C returned VCAM1 TNFa inh 4, HUVEC tox IL1B -33, PTPN22 inh 2 -6, TNFa cytotox -13, cytoskel mod 9, Pyk2 oligo antag 0.54, FAK blocker 2, PTPN22 act -2 and ERa coact inh -7.
Screening CCOC(=O)/C(C#N)=C\c1ccco1 returned VCAM1 TNFa inh -3, HUVEC tox IL1B -18, PTPN22 inh 2 -9, TNFa cytotox 8, cytoskel mod 21, Pyk2 oligo antag 0.12, FAK blocker 5 and PTPN22 act 12.
Screening CC(=O)c1c(C(C)=O)c(C)n(-c2ccc(N)c(C)c2)c1C returned VCAM1 TNFa inh -18, HUVEC tox IL1B 3, PTPN22 inh 2 -6, TNFa cytotox -28, cytoskel mod 18, Pyk2 oligo antag -0.53, FAK blocker -1, PTPN22 act 8 and ERa coact inh -11.
Cc1ccc(-n2nnnc2-c2cnc(-c3cccnc3)nc2C(F)(F)F)cc1 was read as VCAM1 TNFa inh -52, HUVEC tox IL1B 6, PTPN22 inh 2 -3, TNFa cytotox -10, cytoskel mod -2, Pyk2 oligo antag -1.9, FAK blocker 2 and PTPN22 act -1.
For CCOc1ccc(OCC)c(NC(=O)CSc2nnnn2CC)c1 the results were VCAM1 TNFa inh 26, HUVEC tox IL1B 17, PTPN22 inh 2 2, TNFa cytotox -8, cytoskel mod 12, Pyk2 oligo antag 0.93, FAK blocker 0, PTPN22 act -1 and ERa coact inh -9.
CC1CCCCC1NC(=O)C1CCN(S(=O)(=O)c2cccc3nsnc23)CC1 (configuration not stated) was read as VCAM1 TNFa inh 18, PTPN22 inh 2 1, TNFa cytotox -3, cytoskel mod 1, Pyk2 oligo antag 0.16, FAK blocker 0, PTPN22 act -2 and ERa coact inh -5.
`CCCc1nc2c(nnn2Cc2ccccc2F)c(=O)[nH]1` gave VCAM1 TNFa inh -5, HUVEC tox IL1B -17, PTPN22 inh 2 4, TNFa cytotox -15, cytoskel mod 14, Pyk2 oligo antag -1.3, FAK blocker -1, PTPN22 act -3 and ERa coact inh -5.
Screening COc1ccc(OC)c(S(=O)(=O)n2nc(C)cc2C)c1 returned VCAM1 TNFa inh -16, HUVEC tox IL1B -13, PTPN22 inh 2 2, TNFa cytotox -20, cytoskel mod 13, Pyk2 oligo antag 0.53, FAK blocker 3, PTPN22 act 0 and ERa coact inh -1.
Cc1onc(-c2ccccc2)c1C(=O)Nc1sc2c(c1C#N)CCC(C)C2 (configuration not stated) was read as VCAM1 TNFa inh 7, HUVEC tox IL1B 2, PTPN22 inh 2 -7, TNFa cytotox 0, cytoskel mod -12, Pyk2 oligo antag -1.3, FAK blocker -4 and PTPN22 act 7.
COc1cccc(C(=O)OCn2nnc3ccccc3c2=O)c1 was read as VCAM1 TNFa inh -35, HUVEC tox IL1B 6, PTPN22 inh 2 2, TNFa cytotox -12, cytoskel mod 7, Pyk2 oligo antag 0.52, FAK blocker -2, PTPN22 act -1 and ERa coact inh -1.
For O=S(=O)(c1ccc(Cl)cc1)N1CCN(Cc2c[nH]c3ccccc23)CC1 the results were VCAM1 TNFa inh 2, HUVEC tox IL1B -11, PTPN22 inh 2 6, TNFa cytotox -16, cytoskel mod -3, Pyk2 oligo antag 1.4, FAK blocker 0, PTPN22 act -7 and ERa coact inh 6[fluorescence artefact?].
`CC(C)(C)n1nnnc1C(c1ccncc1)N1CCCCCC1` (configuration not stated) gave VCAM1 TNFa inh 1, HUVEC tox IL1B -4, PTPN22 inh 2 4, TNFa cytotox -16, cytoskel mod -14, Pyk2 oligo antag 0.25, FAK blocker -4, PTPN22 act -5 and ERa coact inh 2.
CC(C)(C)OC(=O)N1CCNc2ccccc2C1 was read as VCAM1 TNFa inh 8, HUVEC tox IL1B -21, PTPN22 inh 2 4, TNFa cytotox -12, cytoskel mod -4, Pyk2 oligo antag 0.05, FAK blocker -8, PTPN22 act -6 and ERa coact inh -6.
